Compound activity: PubChem, NCI
mlh1 rad18 – NCI yeast anticancer drug screen, S. cerevisiae mlh1 rad18 strain. growth inhibition, % at 50 µM. hit rate 11% among 79,000;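 note: 0% = growth of vehicle-only cultures of the same strain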
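Yeast w/ defined DNA-repair lesions; compound exposure; growth vs vehicle controls → % inhibition.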
yeast sgs1 mgt1 – NCI yeast anticancer drug screen, S. cerevisiae sgs1 mgt1 strain. % growth inhibition at 50 µM. hit rate 10% among 78,000. AID 161;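 note: 0% = growth of vehicle-only cultures of the same strain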
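This yeast growth screen uses a strain with defined DNA-repair lesions; compound-treated growth is compared with vehicle-treated growth.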
mec2-1 – NCI yeast anticancer drug screen, S. cerevisiae mec2-1 strain; % growth inhibition at 50 µM; hit rate 9% among 79,000;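 note: 0% = growth of vehicle-only cultures of the same strain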
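Vehicle-treated cultures served as reference for growth inhibition of compound-exposed mec2-1 yeast.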
yeast bub3 – NCI yeast anticancer drug screen, S. cerevisiae bub3 mutant strain; % growth inhibition at 50 µM; hit rate 9.9% among 78,000;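 note: 0% = growth of vehicle-only cultures of the same strain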
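Part of a panel of yeast mutants defective in DNA damage repair or cell cycle regulation. Each strain is grown with compound, and inhibition is calculated relative to solvent-treated cultures.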
rad50 – NCI yeast anticancer drug screen, S. cerevisiae rad50 strain. AID 155. % growth inhibition at 50 µM. hit rate 10% among 79,000;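 note: 0% = growth of vehicle-only cultures of the same strain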
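Inhibition values express reduced yeast growth in compound-treated cultures relative to vehicle-treated controls.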
cln2 rad14 – NCI yeast anticancer drug screen, S. cerevisiae cln2 rad14 strain; growth inhibition, % at 50 µM; hit rate 8.3% among 78,000;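 note: 0% = growth of vehicle-only cultures of the same strain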
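Relative to vehicle controls, growth inhibition of compound-treated cln2 rad14 yeast was recorded.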
* marks the source's active call; other numbers are inactive results; . = not tested or not shown; ! = repeats disagree. Cut-off read from the data, not from the text of the source: active = growth inhibition above about 70%; inactive = the rest.

1) CC(=O)Nc1ccc(/C=N\NC(=O)c2ccco2)cc1
2) CSc1nc(C)c(C(=O)CCN2CCOCC2)s1
3) CCN(CC)c1nc2c(c(=O)n(C)c(=O)n2CC)n1C
4) O=C(O)Cn1ccc(=O)c2ccc([N+](=O)[O-])cc21
5) CC(=O)NNc1ccc(Cl)cc1[N+](=O)[O-]
6) CN(C)c1ccc(/C=C/C(=O)c2ccccc2)cc1Br
Screen / compound no.	1	2	3	4	5	6
mlh1 rad18	0.4	99.2*	2.6	-47.5	91.0*	-21.5
yeast sgs1 mgt1	-1.1	99.6*	23.8	13.7	12.1	7.3
mec2-1	-2.6	99.6*	13.1	15.2	25.3	-14.8
yeast bub3	-8.4	47.6	32.1	23.8	77.3*	17.8
rad50	-7.6	99.5*	7.5	35.7	51.0	26.2
cln2 rad14	-3.1	93.0*	2.6	26.9	44.1	1.6

7) C=C1C(=O)OC2C1C(OC(=O)/C(C)=C/C)CC1(C)C(=O)CCC(=C)C21 (centres undefined)
8) OCCCN1CCN(CCO)CC1
9) C/C(N=NS(=O)(=O)c1ccc(C)cc1)=C1\C=CC=CN1O
10) O=P(O)(O)c1ccc(Oc2ccc(Br)cc2)cc1
11) CC(C)c1ccc(/C=C2/CCCCC2=O)cc1
12) CCOc1cc(C#N)ccc1OC(C)=O
Screen / compound no.	7	8	9	10	11	12
mlh1 rad18	63.6	-2.2	-11.9	4.2	-24.9	-33.1
yeast sgs1 mgt1	52.8	-12.7	-6.9	10.8	-10.5	-12.8
mec2-1	47.0	-14.8	-14.7	8.2	-15.0	19.1
yeast bub3	52.8	4.2	-2.9	-14.9	-16.4	-26.9
rad50	38.3	-42.0	-15.9	-0.2	-2.5	2.9
cln2 rad14	44.1	-48.9	-1.0	-26.4	-68.8	-16.4

13) CC1(C)N=C(N)NC(Nc2ccccc2)=N1
14) COc1ccc(/C=N\S(=O)(=O)c2ccc(OC)cc2)cc1
15) N=Nc1c(OC(=O)Nc2cccc(Cl)c2)[nH]c2ccccc12
16) O=S(=O)(N/N=C/c1c(Cl)cccc1Cl)c1ccccc1
17) Cc1ccc(N2C(=O)CC(N3CCCCC3)C2=O)cc1 (centres undefined)
18) ClC(Cl)(Cl)C(N1CCN(c2ccccc2)CC1)N1CCN(c2ccccc2)CC1
Screen / compound no.	13	14	15	16	17	18
mlh1 rad18	-0.1	0.5	99.1*	31.5	80.2*	-17.6
yeast sgs1 mgt1	-27.6	15.1	99.0*	11.9	68.2	-29.4
mec2-1	-6.5	13.7	98.8*	12.1	37.7	-34.0
yeast bub3	-10.8	2.2	98.4*	9.7	-2.0	-25.9
rad50	-0.2	16.3	98.7*	18.9	29.1	8.9
cln2 rad14	-26.9	8.8	98.2*	-9.3	13.2	-38.5

19) N#C/C(=C\c1c(Cl)cccc1Cl)c1ccccc1
20) OCc1ccccc1C1CSCSC1
21) CCOC(=O)CCC1(C)OC(C)C(C)O1 (centres undefined)
22) CC(C)(C)C(=O)CC(=O)C(F)(F)C(F)(F)C(F)(F)F.CC(C)(C)C(=O)CC(=O)C(F)(F)C(F)(F)C(F)(F)F.CC(C)(C)C(=O)CC(=O)C(F)(F)C(F)(F)C(F)(F)F.[Fe]
23) Cc1ccc(S(=O)(=O)Nc2ccc3nc(C)oc3c2)cc1
24) CCCCCCCCCCCCOC(=O)/C=C/C(=O)NC(N)=O
Screen / compound no.	19	20	21	22	23	24
mlh1 rad18	70.7*	-12.2	21.5	84.5*	17.0	31.5
yeast sgs1 mgt1	42.5	-37.5	7.6	74.9*	44.1	-0.4
mec2-1	29.3	-29.1	10.8	9.3	-18.1	-16.5
yeast bub3	45.8	-21.4	-12.3	-1.1	45.0	1.4
rad50	64.3	-7.2	24.2	38.5	26.4	6.2
cln2 rad14	23.0	-30.9	-3.2	19.8	14.7	-19.4

25) COc1cc(/C=C/C(=O)O)ccc1O
26) CN(C)c1ncnc2c1ncn2C1OC(CO)C(N)C1O (centres undefined)
27) CC(=O)OC(C)C(=O)C1c2cccc(O)c2C(=O)c2c(O)cc(C)cc21 (centres undefined)
28) C=C(C)COC1CCCCO1 (centres undefined)
29) Nc1cc(=O)c2n[nH]nc2[nH]1
30) O=C1NC2Cc3ccccc3C(C2)O1 (centres undefined)
Screen / compound no.	25	26	27	28	29	30
mlh1 rad18	17.6	20.6	26.6	-39.1	-16.9	11.8
yeast sgs1 mgt1	16.1	26.1	19.9	-36.7	-17.1	1.9
mec2-1	-17.1	3.0	19.1	-15.1	0.7	-0.9
yeast bub3	-12.3	28.5	23.9	-42.3	-14.3	15.9
rad50	-6.1	19.2	35.6	-3.8	-29.9	2.8
cln2 rad14	-48.0	0.6	31.4	14.7	-21.6	-1.9

31) c1ccc(-c2cc3ccccc3c(-c3ccccc3)c2-c2ccccc2)cc1
32) O=CN(SSN(C=O)C1CCCCC1)C1CCCCC1
33) CC(=O)OC1COC(NC(=O)N(CCCl)N=O)C(OC(C)=O)C1OC(C)=O (centres undefined)
34) CC1(c2ccc(S(=O)(=O)c3ccccc3)cc2)OC(=O)C=CC1=O (centres undefined)
35) CC(C)=C1C2CCC1C1COCC21 (centres undefined)
36) O=C(O)C1CC2(C1)CC(C(=O)O)C2 (centres undefined)
Screen / compound no.	31	32	33	34	35	36
mlh1 rad18	-15.9	49.6	48.8	99.5*	-9.7	-32.6
yeast sgs1 mgt1	-4.8	44.6	-25.8	99.5*	0.2	-30.1
mec2-1	-1.8	40.7	7.5	99.5*	6.7	2.5
yeast bub3	-2.6	65.0	-31.2	99.5*	2.2	-4.6
rad50	-18.6	54.4	6.2	99.2*	-7.0	-12.6
cln2 rad14	-1.9	33.7	-11.2	99.2*	-0.7	40.1

37) O=c1[nH]nc(Cc2ccc([N+](=O)[O-])cc2)n1CCO
38) CCOC(=O)C1CSCCSC1
39) CCCNCC(O)c1cc(C(F)(F)F)nc2c(C(F)(F)F)cccc12 (centres undefined)
40) COc1cc([C@@H]2c3cc4c(cc3[C@@H](Nc3ccc(NC(=O)c5cc(NC(=O)c6cc([N+](=O)[O-])cn6C)cn5C)cc3)[C@H]3COC(=O)[C@H]23)OCO4)cc(OC)c1O
41) N#Cc1nc(C(CO)N(Cc2ccccc2)C(=O)O)oc1N (centres undefined)
42) CCCCCCCCCCCCCCCCSC1=C(Cl)C(=O)C(OC)=C(OC)C1=O
Screen / compound no.	37	38	39	40	41	42
mlh1 rad18	5.1	-3.8	19.1	6.5	-22.6	9.4
yeast sgs1 mgt1	-12.2	-8.8	2.2	34.0	-22.4	21.1
mec2-1	9.3	-2.6	-0.1	31.6	4.9	-4.7
yeast bub3	-15.3	-7.6	0.6	16.4	-34.0	0.2
rad50	12.6	-11.1	29.4	34.0	39.6	25.6
cln2 rad14	-15.8	-1.8	-25.4	9.2	6.5	-26.0

43) CC(=O)Nc1cc(CN2CCCCC2)c(O)c2ncccc12
44) O=c1cc(CC(O)(C(F)(F)Cl)C(F)(F)Cl)[nH]n1-c1ccccc1
45) Cc1ccccc1C1(O)c2cccc3cccc(c23)C1(O)c1ccccc1C (centres undefined)
46) CC(CI)(CI)CC#CCC(C)(CI)CI
47) CCOC(=O)CC1(C(=O)OCC)c2[nH]c3ccccc3c2CCN1Cc1ccccc1 (centres undefined)
48) CN1C2=C(C(=O)CC2)C(c2ccccc2)C2=C1CCC2=O
Screen / compound no.	43	44	45	46	47	48
mlh1 rad18	-8.1	-5.7	-22.4	39.9	65.2	30.4
yeast sgs1 mgt1	-38.3	-7.8	-7.5	5.2	62.0	17.4
mec2-1	-21.4	4.0	8.4	10.3	61.2	-12.7
yeast bub3	-35.1	-22.1	10.9	40.6	55.1	22.8
rad50	-8.7	-27.9	3.0	17.2	70.9*	12.2
cln2 rad14	-36.0	11.4	-10.9	-0.7	74.0*	17.1

Reprinted at random: 5 entries already listed, in no set order.
43) CC(=O)Nc1cc(CN2CCCCC2)c(O)c2ncccc12
47) CCOC(=O)CC1(C(=O)OCC)c2[nH]c3ccccc3c2CCN1Cc1ccccc1 (centres undefined)
44) O=c1cc(CC(O)(C(F)(F)Cl)C(F)(F)Cl)[nH]n1-c1ccccc1
45) Cc1ccccc1C1(O)c2cccc3cccc(c23)C1(O)c1ccccc1C (centres undefined)
48) CN1C2=C(C(=O)CC2)C(c2ccccc2)C2=C1CCC2=O
Screen / compound no.	43	47	44	45	48
mlh1 rad18	-8.1	65.2	-5.7	-22.4	30.4
yeast sgs1 mgt1	-38.3	62.0	-7.8	-7.5	17.4
mec2-1	-21.4	61.2	4.0	8.4	-12.7
yeast bub3	-35.1	55.1	-22.1	10.9	22.8
rad50	-8.7	70.9*	-27.9	3.0	12.2
cln2 rad14	-36.0	74.0*	11.4	-10.9	17.1

Later entries:
49) [N-]=[N+]=C(C(=O)N1CCCC1=O)S(=O)(=O)c1ccccc1
50) COc1ccc2c(c1)CCc1cc(OC)ccc1/[N+]([O-])=[N+]\2[O-]
51) CC(C)(C)C(=O)CC(=O)C(F)(F)C(F)(F)C(F)(F)F.CC(C)(C)C(=O)CC(=O)C(F)(F)C(F)(F)C(F)(F)F.CC(C)(C)C(=O)CC(=O)C(F)(F)C(F)(F)C(F)(F)F.[Gd]
52) NC(=O)NC(=O)OCC(F)(F)C(F)(F)C(F)(F)C(F)(F)C(F)(F)C(F)(F)C(F)(F)F
53) O=c1cc[nH]c2c(Cl)cccc12
54) N#CC(C(=O)CCC(=O)Nc1cccc(C(F)(F)F)c1)c1ccc(Cl)cc1 (centres undefined)
Screen / compound no.	49	50	51	52	53	54
mlh1 rad18	2.5	14.8	88.8*	6.8	-2.9	19.1
yeast sgs1 mgt1	-17.9	6.8	90.7*	31.4	-5.0	-2.2
mec2-1	-12.4	1.2	91.4*	9.9	-20.9	11.2
yeast bub3	-14.4	-5.1	89.2*	-0.5	2.0	1.9
rad50	-17.3	-1.2	89.3*	45.8	-8.2	5.3
cln2 rad14	5.5	-70.8	82.7*	15.6	0.9	13.6

55) CSc1ccc(NC(=O)C(Cl)Cl)cc1
56) COc1cc2cc(-c3ccc(Cl)c(Cl)c3)[n+](C)cc2cc1OC
57) C[Si](C)(C)OC1CC(=O)OC1n1cc(F)c(=O)[nH]c1=O (centres undefined)
58) O=C1OC2=C(c3ccccc3)CCCC2C1=O (centres undefined)
59) C#CCC1CCCC/C1=N/C(=O)NN (centres undefined)
60) COc1cccc2cc(-n3nnc4ccccc43)c(=O)oc12
Screen / compound no.	55	56	57	58	59	60
mlh1 rad18	1.9	13.7	.	91.7*!	-3.5	9.8
yeast sgs1 mgt1	5.1	35.3	75.8*	93.8*!	23.4	4.6
mec2-1	5.8	20.1	81.6*	78.5*!	23.9	18.1
yeast bub3	-15.3	-3.5	21.8	85.4*!	-6.7	25.8
rad50	-3.4	36.0	56.8	83.0*!	-9.6	-8.6
cln2 rad14	13.0	21.6	-1.1	92.5*!	-33.9	7.6

61) COc1cc(C(=O)Nc2ccc(N3CCOCC3)cc2)cc(OC)c1OC
62) CCOC(=O)C(C#N)(CCc1ccc([N+](=O)[O-])cc1)CCc1ccc([N+](=O)[O-])cc1
63) Cc1cc(NS(=O)(=O)c2ccc(NC(=O)c3cccc4c(N)c5ccccc5nc34)cc2)no1
64) COc1cc(C2C(C(=O)O)=C(COC(C)=O)Oc3cc4c(cc32)OCO4)cc(OC)c1OC (centres undefined)
65) COC(=O)C1OC(n2ccc(=O)[nH]c2=O)C(OC(C)=O)C(OC(C)=O)C1OC(C)=O (centres undefined)
66) CCCCCCC/C=C\C=O
Screen / compound no.	61	62	63	64	65	66
mlh1 rad18	-35.6	25.2	37.0	-8.6	6.6	3.7
yeast sgs1 mgt1	-0.7	12.2	29.3	-25.4	-1.3	8.0
mec2-1	-19.2	-8.9	14.9	-15.4	-3.4	16.9
yeast bub3	7.6	4.4	3.9	-4.1	1.4	1.0
rad50	-10.3	22.6	34.1	-9.9	2.2	7.2
cln2 rad14	-48.6	-17.6	39.5	-19.2	-9.6	-1.2

67) CCOC(=O)c1cnc2c(ccc3ncccc32)c1Cl
68) CCCCCN(Cc1ccccc1)CC(O)c1ccc(Cl)cc1 (centres undefined)
69) N#C/C(=C\c1ccc(-c2ccccc2)cc1)C(=O)c1ccccc1
70) CC(C)CC(N)C(=O)NC(Cc1cc2ccccc2[nH]1)C(=O)O (centres undefined)
71) Cc1ccccc1N=NC(C(=O)c1ccccc1)C(=O)c1ccccc1
72) C/C(=N/NC(=O)C(N)=O)C(CC(C(=O)Nc1ccccc1C)/C(C)=N\NC(=O)C(N)=O)C(=O)Nc1ccccc1C (centres undefined)
73) CCC(C)(C)SCC(=O)OCC1(C)CCCC2(C)C3CCC(C(C)C)=CC3=CCC12 (centres undefined)
Screen / compound no.	67	68	69	70	71	72	73
mlh1 rad18	27.1	-4.7	26.9	-0.4	91.8*	-12.6	0.7
yeast sgs1 mgt1	15.8	-0.9	15.8	7.3	92.2*	-8.1	23.5
mec2-1	-7.5	3.4	29.1	-6.2	94.0*	-0.6	9.1
yeast bub3	7.0	39.9	5.0	5.2	92.8*	8.1	-9.9
rad50	-13.9	-14.9	8.0	2.4	93.2*	0.8	19.5
cln2 rad14	25.2	-15.8	28.2	-17.9	90.0*	-12.2	32.6
